Assay outcomes from PubChem BioAssay.
UHRF1 binding = UHRF1 methyl-DNA binding inhibition. Q96T88. UHRF1 binding to methylated oligo, TR-FRET. inhibition, % at 4.4 µM. hit rate 0.75% among 370,000. AID 687016; in the data active = inhibition above about 21%;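 note: UHRF1 SRA domain binding a hemimethylated CpG hairpin DNA probe; 0% = median of test compound wells and 100% = reference inhibitor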
proKLK7 act = activators of human kallikrein-7 zymogen. P49862. hit rate 0.9% among 370,000. AID 652039. purified proKLK7, EDANS-DABCYL substrate fluorescence; 100% is mature enzyme control, 0% vehicle. activation, % at 7 µM;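 active = activation above the mean of all tested compounds plus 3 SD, computed per campaign excluding outliers beyond control limits, cut at about 13% in these data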
Target sequence (P49862 whole entry, looked up): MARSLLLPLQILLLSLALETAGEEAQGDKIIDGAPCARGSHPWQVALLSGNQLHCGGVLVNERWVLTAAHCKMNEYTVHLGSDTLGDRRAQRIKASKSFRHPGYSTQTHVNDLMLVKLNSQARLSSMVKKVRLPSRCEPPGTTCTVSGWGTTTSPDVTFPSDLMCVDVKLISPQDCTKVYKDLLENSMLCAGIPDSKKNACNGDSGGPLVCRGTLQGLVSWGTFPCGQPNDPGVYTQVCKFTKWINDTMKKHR
Tn6 DDE FP = disrupts Tn6 cyclic peptide binding to fibrin D-Dimer-E complex | P02675 | Fibrin DD(E) TRITC-Tn6 fluorescence polarization displacement | inhibition, % at 8.3 µM | hit rate 0.21% among 370,000 | AID 720509;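 active = inhibition above a per-campaign cutoff: mean of compounds within control limits plus 3 SD, cut at about 15% in these data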;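 note: 0% = median of all compound wells on the plate and 100% = blocking peptide control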
PLC-beta3 inh = PLC-beta3 (human) inhibition, primary screen | Q01970 | Purified PLC-beta3, fluorogenic substrate, fluorescence | inhibition, % at 12.2 µM | hit rate 0.18% among 370,000; in the data active = inhibition above about 11%;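 note: 0% = median of compound wells on plate and 100% = full blocker control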
PLCg1 inh = PLC-gamma1 (human) inhibition, primary screen | purified PLC-gamma1, fluorogenic substrate, fluorescence | inhibition, % at 12.2 µM | hit rate 0.84% among 370,000 | AID 720700; in the data active = inhibition above about 9.5%
Rev-erbA mod = modulators of human Rev-erb alpha DNA binding; activity, % at 10 µM; P20393; Rev-erbα–FITC-DNA binding, fluorescence polarization, 90 min; hit rate 0.79% among 370,000;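 active = activity above about 14%, limit read from the data; passing the limit was not always enough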;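 note: 0% = DMSO wells with 35 nM protein and 100% = DMSO wells with 750 nM protein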
Target sequence (P20393 whole entry, looked up): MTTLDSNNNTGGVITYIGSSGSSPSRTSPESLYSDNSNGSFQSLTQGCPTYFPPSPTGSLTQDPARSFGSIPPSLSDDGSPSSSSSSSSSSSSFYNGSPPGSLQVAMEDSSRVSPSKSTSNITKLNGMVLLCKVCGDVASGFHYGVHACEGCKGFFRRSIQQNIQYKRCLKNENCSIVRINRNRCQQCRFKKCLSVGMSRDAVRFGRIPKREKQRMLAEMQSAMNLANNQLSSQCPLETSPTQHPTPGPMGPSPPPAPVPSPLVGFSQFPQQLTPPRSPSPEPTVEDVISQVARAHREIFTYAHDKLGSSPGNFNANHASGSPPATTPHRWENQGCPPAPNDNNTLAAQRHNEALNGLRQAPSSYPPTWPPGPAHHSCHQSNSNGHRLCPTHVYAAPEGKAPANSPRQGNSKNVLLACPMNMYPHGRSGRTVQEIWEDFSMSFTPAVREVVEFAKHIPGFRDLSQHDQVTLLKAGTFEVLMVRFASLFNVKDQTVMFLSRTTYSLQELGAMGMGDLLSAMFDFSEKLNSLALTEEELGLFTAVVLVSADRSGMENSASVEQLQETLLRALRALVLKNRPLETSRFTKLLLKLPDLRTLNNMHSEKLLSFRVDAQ
sPLA2-III inh = Inhibits HGIII-sPLA2 liposome hydrolysis, primary screen. QFRET BODIPY PC-A2 liposome hydrolysis, fluorescence. inhibition, % at 12.2 µM. hit rate 0.56% among 370,000. AID 743126;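 active = inhibition above mean plus 3 SD of compounds lying within the high and low control bounds, cut at about 19% in these data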;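 note: 0% = median of test compound wells and 100% = no enzyme DMSO wells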
ASAP1 inh = ASAP1 ArfGAP inhibition; hit rate 0.19% among 360,000; ASAP1-stimulated ARF1 GTP hydrolysis, GDP FP detection; Q9ULH1; inhibition, % at 16.5 µM; AID 624377; in the data active = inhibition above about 25%;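 note: 0% = vehicle with enzyme and substrate and 100% = no enzyme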
Tn7 DDE FP = inhibitors of Tn7 peptide binding to human fibrin DD(E); FP displacement of FITC-Tn7 peptide from fibrin DD(E); 0% = median of compound wells per plate; AID 720508; hit rate 0.13% among 370,000; inhibition, % at 8.3 µM;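 active = inhibition above the mean of compounds falling within the control limits plus 3 SD of them, cut at about 14% in these data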;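 note: 0% = plate median of compound wells and 100% = 10 µM Aha-Tn7 peptide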
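Assay system: human fibrin DD(E) protein / Input: 2 µM fibrin DD(E) / Benchmarks: high control of 10 µM Aha-Tn7 peptide / Measured by: fluorescence polarization of the labelled Tn7 tracer / Medium: Tris buffer with calcium and detergent, pH 7.8 / Timing: 10 min compound pre-incubation, 3 h probe incubation at room temperature / Repeats: one replicate per compound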
ARFGAP1 inhibitor = inhibits rat ARF GTPase activating protein 1 | Q62848 | Arfgap1-stimulated ARF1 GTP hydrolysis, GDP FP detection | inhibition, % at 16.5 µM | hit rate 0.26% among 360,000;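 active = inhibition above a per-plate limit, mean inhibition of low control wells plus 3 SD, cut at about 25% in these data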;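 note: 0% = DMSO wells with enzyme and 100% = wells lacking Arfgap1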
Target sequence (Q62848 1-136 limits assumed): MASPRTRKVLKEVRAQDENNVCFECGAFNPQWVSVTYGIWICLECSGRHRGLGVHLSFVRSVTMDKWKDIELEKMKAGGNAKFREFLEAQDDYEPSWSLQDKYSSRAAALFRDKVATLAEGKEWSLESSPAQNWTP
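Replicates: Single well per compound | Assay system: Truncated rat Arfgap1 GAP domain | Control set: No-Arfgap1 wells (100%) versus DMSO full-reaction wells (0%) | Times: Enzyme reaction 120 min at 25 °C after 20 min preincubation | Reagent: Human ARF1(Δ1-17)-GTP substrate | Measured by: Tracer-displacement fluorescence polarization with EDTA stop, 620/688 nm | Measure: Percent inhibition of Arfgap1-stimulated GTP hydrolysis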
Numbers without * were called inactive; x = no result given.

SMILES	UHRF1 binding	proKLK7 act	Tn6 DDE FP	PLC-beta3 inh	PLCg1 inh	Rev-erbA mod	sPLA2-III inh	ASAP1 inh	Tn7 DDE FP	ARFGAP1 inhibitor
O=C1C=C(OCCF)CC(c2cccc([N+](=O)[O-])c2)O1 (configuration not stated)	-1	0.3	3	3	0	1	0	-10	7	-7
O=C(NCC1CCCO1)C1CC(=O)N(c2ccccc2)C1 (configuration not stated)	0	-0.2	0	-6	2	-1	7	-1	-1	10
CC(C)(C)c1cccc(N/C(=C\C(=O)c2ccccc2)c2ccccc2)c1	-1	0.0	-5	8	3	-5	0	5	-2	10
O=C(OCCN1C(=O)c2ccccc2C1=O)[C@@H]1CC(O)CN1S(=O)(=O)c1ccccc1[N+](=O)[O-] (some centres not stated)	-1	0.3	13	-2	-2	-2	-8	-5	-2	-1
O=C(NCc1ccco1)/C(=C\c1ccccc1)NC(=O)c1ccccc1	-1	-0.3	4	-6	-4	4	1	4	9	2
Cc1cccc(Nc2nc(N)nc(CCl)n2)c1C	2	-0.5	-5	-3	2	-2	5	-5	-5	13
CCOC(=O)c1sc(NS(=O)(=O)c2ccc(F)cc2)nc1C	3	0.0	5	0	-4	0	-18	2	0	-1
COc1cccc(OC)c1C(=O)Nc1cccc(-c2ccc3nncn3n2)c1	9	0.1	-2	-10	0	4	-2	14	-5	1
COc1cccc(NC(=O)CSc2nc3c(sc4ccccc43)c(=O)n2CCN(C)C)c1	2	14*	2	-62	-40	-1	-1	1	0	1
COC(=O)C1=C(C)N(Cc2ccccc2)C(=O)N[C@H]1c1cccc(F)c1	5	0.7	3	2	-2	-2	6	-6	0	3
COc1ccc(/C=C/C(=O)O)cc1S(=O)(=O)NCc1ccco1	2	0.1	-8	-5	0	-8	1	-6	-11	7
CC(C)CNS(=O)(=O)c1ccc(CCC(=O)Nc2cc(Cl)ccc2Oc2ccccc2)cc1	0	-5.3	-4	-5	3	2	-22	3	0	9
COc1ccc(N2C(=O)C3CCCN3C2c2cccc(C)c2)cc1 (configuration not stated)	3	0.2	-6	3	0	4	2	9	3	-5
CC(=O)N1CC2(CC(c3ccccc3C(F)(F)F)=NO2)CN1c1ccc(Cl)cc1 (configuration not stated)	-1	0.6	-1	1	2	-3	-7	-7	-1	2
CCOC(=O)N1CCN(S(=O)(=O)c2ccc(F)c(C(=O)Nc3cc(C)cc(C)c3)c2)CC1	1	0.2	0	2	-3	-4	-5	9	2	-7
CC1Cn2c(nc3sc4c(c3c2=O)CCC4)N1CCO (configuration not stated)	3	2.5	6	-19	-13	-3	1	-1	-3	-8
Cn1c2ccccc2c2cnn(CC(=O)NCCCN3CCN(c4ccccc4F)CC3)c(=O)c21	-2	0.2	-3	-9	0	-4	0	12	-13	0
CN(C)c1ncnc2c1ncn2[C@H]1CN(Cc2ccc(Cl)cc2)C[C@@H](CO)O1	0	-0.7	4	4	-2	1	-1	-4	-2	8
COC(=O)C1Sc2[nH]c(=O)sc2C2c3ccccc3OC(=O)C12 (configuration not stated)	4	0.3	-7	-7	-3	4	9	-2	1	10
Cc1ncc([N+](=O)[O-])n1CC(=O)Nc1ccc(F)cc1	-2	-0.8	-3	1	0	-11	-2	5	3	9
CCN(CC)CCCCCC(=O)Nc1ccccc1C(=O)Nc1ccccc1	3	0.4	5	-2	-2	-2	5	-8	4	2
Cn1c(-c2ccc(F)cc2)cnc1NCc1ccccc1	0	-0.2	-2	2	3	-5	0	-8	-6	2
CCCCN(C(C)=O)C1CC(=O)N(c2ccc(OCCC)cc2)C1=O (configuration not stated)	-2	-0.1	-3	-5	3	5	-3	0	-1	-7
O=C(CSc1nnc(-c2ccccc2Br)o1)N1CCc2ccccc2C1	-3	-0.2	11	-3	-3	3	-7	5	-14	-5
CN(C(=O)CSc1nc2c(c(=O)[nH]1)CCCC2)C1CCCCC1	0	-0.2	-8	-1	0	1	4	-5	-2	0
COc1cc(NC(=S)N2CCCCC2C)cc(OC)c1OC (configuration not stated)	0	-0.7	-5	2	1	1	1	-3	3	12
COC(=O)[C@@]12CCCCC=C1N(CCc1ccc(Cl)cc1)C(=O)[C@H]2CC(=O)NCCC(C)C	-1	-0.2	-1	0	-11	-3	-6	x	6	x
Cc1nn(Cc2ccccc2Cl)c2sc(C(=O)NCc3ccc4c(c3)OCO4)cc12	5	0.7	-4	1	2	2	-20	12	-2	10
NC(c1csc(Nc2ccc(C(=O)NCCO)cc2)n1)C1CCCCC1 (configuration not stated)	4	-0.3	-2	-52	-35	-3	6	5	2	6
O=C(O)c1cccc(NS(=O)(=O)c2cccc3nsnc23)c1	-4	-0.9	-8	0	2	-2	-5	-3	-7	-4
Cc1cc(C)c2cc(CN(Cc3nnnn3C3CCCCC3)CC3CCCO3)c(=O)[nH]c2c1 (configuration not stated)	-1	1.8	2	-27	-21	3	-2	-7	-2	5
O=C1Nc2ccccc2/C1=C/C(=O)c1cccs1	-3	0.1	11	3	2	-1	11	-4	1	-2
CC(=O)/C(=N\Nc1ccccc1Cl)Sc1cccc2cccnc12	-12	0.1	10	-3	-3	7	-5	0	2	9
O=S1(=O)N[C@@H](Cc2ccccc2)COc2ccc(Cl)cc21	-1	0.6	7	2	0	-3	-3	12	7	6
O=C(c1cccc(S(=O)(=O)N2CCN(c3ccccc3)CC2)c1)N1CCCC(C(F)(F)F)C1 (configuration not stated)	0	0.0	7	-5	0	2	2	-2	5	1
COc1ccc(C(=O)N/N=C(\C)CC(=O)Nc2ccccn2)cc1OC	-6	-2.3	3	-20	-5	-1	0	-4	0	4
CCOc1ccc(C(CC(=O)O)NC(=O)Cc2ccc(Cl)cc2)cc1 (configuration not stated)	-4	0.0	0	-8	5	1	1	2	-2	-2
Cc1cccc(OCC(=O)Nc2ccc3c(c2)OCO3)c1C	4	-0.1	6	-1	1	0	2	-1	-5	-11
CN(C(=O)c1ccc(NC(=O)Cc2ccccc2)cc1)c1ccccc1	3	0.1	1	0	9	2	-11	2	-7	-3
COc1ccc(N2C(=O)CC(N3CCN(S(=O)(=O)c4ccc(Cl)cc4)CC3)C2=O)cc1 (configuration not stated)	-1	0.5	0	2	0	-1	-16	6	-3	4
CN1C(=O)NC(c2cccc([N+](=O)[O-])c2)C2=C1CC(C)(C)CC2=O (configuration not stated)	0	0.6	5	0	2	3	2	5	-8	-12
COc1cc(S(=O)(=O)NCC2CCCO2)c(OC)cc1Cl (configuration not stated)	1	0.9	-5	5	3	-1	11	-6	4	1
CC1CN(C(=O)CCN2C(=O)c3ccccc3C2=O)CC(C)O1 (configuration not stated)	-2	0.1	-8	3	3	5	3	4	-3	0
CCCn1cnc2cc(NC(=O)c3ccco3)ccc21	0	-0.6	-3	-6	-1	2	1	-8	2	3
Cc1cc2nc3c(nc2cc1C)C1(C(=O)N(C)C)CCC3(C)C1(C)C (configuration not stated)	0	-0.6	0	0	6	5	6	5	2	2
COc1ccc2oc(=N)c(C(=O)Nc3cccc(C)c3C)cc2c1	2	-0.8	2	-71	-67	0	5	-9	0	2
CC(C)(C)C(=O)N1CCN(c2ccnc3cc(Cl)ccc23)CC1	3	0.0	4	-34	-24	-2	10	-9	0	-4
O=C(N/N=C/c1ccc(Cl)cc1Cl)Nc1ccccc1	0	-0.3	1	0	-2	-3	-2	-7	1	-10

Rewritten with bars between the fields: entries from further up
canonical_smiles | UHRF1 binding | proKLK7 act | Tn6 DDE FP | PLC-beta3 inh | PLCg1 inh | Rev-erbA mod | sPLA2-III inh | ASAP1 inh | Tn7 DDE FP | ARFGAP1 inhibitor
COc1ccc(C(=O)N/N=C(\C)CC(=O)Nc2ccccn2)cc1OC | -6 | -2.3 | 3 | -20 | -5 | -1 | 0 | -4 | 0 | 4
CCOc1ccc(C(CC(=O)O)NC(=O)Cc2ccc(Cl)cc2)cc1 (configuration not stated) | -4 | 0.0 | 0 | -8 | 5 | 1 | 1 | 2 | -2 | -2
Cc1cccc(OCC(=O)Nc2ccc3c(c2)OCO3)c1C | 4 | -0.1 | 6 | -1 | 1 | 0 | 2 | -1 | -5 | -11
CN(C(=O)c1ccc(NC(=O)Cc2ccccc2)cc1)c1ccccc1 | 3 | 0.1 | 1 | 0 | 9 | 2 | -11 | 2 | -7 | -3
COc1ccc(N2C(=O)CC(N3CCN(S(=O)(=O)c4ccc(Cl)cc4)CC3)C2=O)cc1 (configuration not stated) | -1 | 0.5 | 0 | 2 | 0 | -1 | -16 | 6 | -3 | 4
CN1C(=O)NC(c2cccc([N+](=O)[O-])c2)C2=C1CC(C)(C)CC2=O (configuration not stated) | 0 | 0.6 | 5 | 0 | 2 | 3 | 2 | 5 | -8 | -12
COc1cc(S(=O)(=O)NCC2CCCO2)c(OC)cc1Cl (configuration not stated) | 1 | 0.9 | -5 | 5 | 3 | -1 | 11 | -6 | 4 | 1
CC1CN(C(=O)CCN2C(=O)c3ccccc3C2=O)CC(C)O1 (configuration not stated) | -2 | 0.1 | -8 | 3 | 3 | 5 | 3 | 4 | -3 | 0
CCCn1cnc2cc(NC(=O)c3ccco3)ccc21 | 0 | -0.6 | -3 | -6 | -1 | 2 | 1 | -8 | 2 | 3
Cc1cc2nc3c(nc2cc1C)C1(C(=O)N(C)C)CCC3(C)C1(C)C (configuration not stated) | 0 | -0.6 | 0 | 0 | 6 | 5 | 6 | 5 | 2 | 2
COc1ccc2oc(=N)c(C(=O)Nc3cccc(C)c3C)cc2c1 | 2 | -0.8 | 2 | -71 | -67 | 0 | 5 | -9 | 0 | 2
CC(C)(C)C(=O)N1CCN(c2ccnc3cc(Cl)ccc23)CC1 | 3 | 0.0 | 4 | -34 | -24 | -2 | 10 | -9 | 0 | -4
O=C(N/N=C/c1ccc(Cl)cc1Cl)Nc1ccccc1 | 0 | -0.3 | 1 | 0 | -2 | -3 | -2 | -7 | 1 | -10

(cont.)
SMILES	UHRF1 binding	proKLK7 act	Tn6 DDE FP	PLC-beta3 inh	PLCg1 inh	Rev-erbA mod	sPLA2-III inh	ASAP1 inh	Tn7 DDE FP	ARFGAP1 inhibitor
CCCCN(C(=O)c1cc(=O)[nH]c2ccccc12)c1c(N)n(CCCC)c(=O)[nH]c1=O	-2	-0.8	2	-11	-4	0	0	5	-4	1
O=C(N/N=C/c1ccncc1)c1ccc(NC(=O)c2ccc(Cl)cc2)cc1	-3	0.0	1	0	1	0	-2	13	-3	17
O=C(CN1CCN(c2ccccc2O)CC1)Nc1ccnn1C1CCCC1	0	0.4	-9	-6	-3	-1	1	1	1	-4
COc1ccccc1OCc1nnc(SCC(=O)N2CCCCC2)o1	-4	-0.9	3	-5	1	4	-1	3	-7	-8
CN(C)CCN(C(=O)c1ccc2ccccc2c1)c1nc2cc3c(cc2s1)OCCO3	2	0.1	3	-10	-3	0	1	16	-5	8
